Yeast superoxide: caloric restriction mimetics inhibiting age-related superoxide in yeast | S. cerevisiae aged cells, superoxide DHE fluorescence; hits give low values | superoxide response (% of plate mean), % at 10 µM | 330,000 tested, 0.18% active | AID 2690;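 active means superoxide response under a set limit, about three screen SD below normal, cut at about 65% in these data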;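 further: yeast aged for seven days with compound at 30 °C before DHE staining; 100% = average MFI of all compound-treated wells on the plate with controls excluded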
MEP2 TOR yeast: alters MEP2-GFP fluorescence in TOR pathway yeast screen. S. cerevisiae MEP2-GFP strain, flow cytometry GFP, 3 h; 100% = DMSO control level. GFP response vs DMSO, % at 10 µM. 330,000 tested, 0.51% active;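 active means GFP response versus DMSO above a set limit, roughly screen mean plus 3 SD, cut at about 180% in these data; inconclusive means fewer than 70 cells counted for a yeast strain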;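 further: median GFP fluorescence of the barcode-gated MEP2-GFP cells per well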
AGP1-GFP MLPCN: alters AGP1-GFP fluorescence in TOR pathway yeast screen; GFP response vs DMSO, % at 10 µM; 320,000 tested, 0.02% active; AID 2066; S. cerevisiae AGP1-GFP multiplex flow cytometry, 3 h; GFP as percent of DMSO wells;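 active means GFP response relative to DMSO above a set limit, near screen average plus 3 SD, cut at about 150% in these data; inconclusive means fewer than 70 cells counted for the yeast strain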;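 further: median GFP channel fluorescence of the gated AGP1 strain per well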
LAP4 TOR yeast: modulators of TOR pathway LAP4-GFP in S. cerevisiae; S. cerevisiae LAP4-GFP multiplex, flow cytometry GFP, 3 h; median GFP as percent of DMSO wells; 320,000 tested, 0.34% active; GFP response vs DMSO, % at 10 µM;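 active means GFP response vs DMSO above a set limit, about the screen mean plus 3 SD, cut at about 150% in these data; inconclusive means under 70 cell events counted for the yeast strain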
CIT2-GFP yeast: alters CIT2-GFP fluorescence in TOR pathway yeast screen; AID 2029; 320,000 tested, 0.065% active; GFP response vs DMSO, % at 10 µM; S. cerevisiae CIT2-GFP strain, flow cytometry, 3 h; 100 means same as DMSO wells;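 active means GFP response relative to DMSO above a set limit, near the screen mean plus 3 SD, cut at about 150% in these data; inconclusive means Fewer than 70 cells measured for a yeast strain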;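 further: ratio of well median GFP fluorescence to mean of DMSO wells on the plate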
RPL19A-GFP yeast: yeast TOR pathway RPL19A-GFP modulation. percent response vs DMSO, % at 10 µM. S. cerevisiae RPL19A-GFP strain, flow cytometry, 3 h; hits give low values. 330,000 tested, 0.3% active;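 active means percent response vs DMSO below 50%; inconclusive means fewer than 70 events counted for the yeast strain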;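 further: median channel GFP fluorescence of the barcoded RPL19A-GFP strain; ratio of sample median GFP to plate DMSO average so 100% = DMSO; lower means less RPL19A-GFP as with rapamycin TOR inhibition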
GRK2 inh: inhibitors of human GRK2 displacing RNA aptamer; inhibition of aptamer binding, % at 10 µM; bead flow cytometry, FAM-aptamer displacement from GRK2; P25098; 330,000 tested, 0.59% active; AID 488847;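 active means inhibition of aptamer binding above 40%, roughly 3 SD of noise, on plates passing a quality check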;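 further: median bead fluorescence of bound FAM aptamer so fluorescent compounds give negative values; no value below 0 was filed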
VLA-4 inh: inhibition in a human VLA-4 binding assay; P13612; VLA-4 expressing cells, ligand binding flow cytometry; inhibition, % (about 7 µM as worked out from the volumes in the protocol); 330,000 tested, 0.2% active; AID 2557; in the data active means inhibition above about 50%
Target sequence (P13612 whole entry, looked up): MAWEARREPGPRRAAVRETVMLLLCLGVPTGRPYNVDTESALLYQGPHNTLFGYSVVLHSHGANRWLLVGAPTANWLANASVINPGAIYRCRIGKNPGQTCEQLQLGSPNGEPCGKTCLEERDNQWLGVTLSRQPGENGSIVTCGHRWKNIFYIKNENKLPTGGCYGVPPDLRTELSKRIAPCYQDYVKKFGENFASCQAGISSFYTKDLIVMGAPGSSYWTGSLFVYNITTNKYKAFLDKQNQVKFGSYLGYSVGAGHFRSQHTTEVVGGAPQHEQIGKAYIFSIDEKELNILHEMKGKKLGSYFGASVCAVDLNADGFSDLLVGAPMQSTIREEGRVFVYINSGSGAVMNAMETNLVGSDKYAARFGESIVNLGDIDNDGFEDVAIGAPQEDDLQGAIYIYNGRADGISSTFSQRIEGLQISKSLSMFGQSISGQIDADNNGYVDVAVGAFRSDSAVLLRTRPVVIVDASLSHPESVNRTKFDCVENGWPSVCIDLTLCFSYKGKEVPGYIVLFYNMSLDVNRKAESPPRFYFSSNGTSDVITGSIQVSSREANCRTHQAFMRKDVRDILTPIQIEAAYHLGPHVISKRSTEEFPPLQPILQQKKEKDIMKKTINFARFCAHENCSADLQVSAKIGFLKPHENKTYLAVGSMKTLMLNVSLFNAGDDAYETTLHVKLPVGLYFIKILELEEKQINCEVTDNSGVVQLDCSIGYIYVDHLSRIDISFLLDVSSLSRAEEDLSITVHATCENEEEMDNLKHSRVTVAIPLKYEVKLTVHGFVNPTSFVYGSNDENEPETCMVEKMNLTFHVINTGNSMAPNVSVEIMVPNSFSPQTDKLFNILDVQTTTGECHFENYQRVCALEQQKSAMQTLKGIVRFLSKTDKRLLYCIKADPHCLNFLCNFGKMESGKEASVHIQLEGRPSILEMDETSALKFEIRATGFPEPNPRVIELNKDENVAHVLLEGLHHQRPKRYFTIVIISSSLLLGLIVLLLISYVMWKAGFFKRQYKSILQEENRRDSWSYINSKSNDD
The depositor's hits bear a star; u = inconclusive; x = no result given; [ ] = remark or other dose.

SMILES	Yeast superoxide	MEP2 TOR yeast	AGP1-GFP MLPCN	LAP4 TOR yeast	CIT2-GFP yeast	RPL19A-GFP yeast	GRK2 inh	VLA-4 inh
Cc1ccc(C(=O)NCC2CCCN2S(=O)(=O)c2ccc(C)cc2)cc1 (stereo not drawn)	91	95	111	120	86	106	0	8
CCOC(=O)COc1ccc(S(=O)(=O)N2CCN(c3ccc(OC)cc3)CC2)cc1	111	96	88	90	93	88	0	1
O=C(Nc1cccc([N+](=O)[O-])c1)c1ccc2nsnc2c1	100	96	110	105	106	98	0	7
CCN(CC)c1nc2c(c(=O)[nH]c(=O)n2C)n1Cc1ccccc1	87	108	140	97	106	99	x	6
Cc1ccc(-n2c(SCC3CNC(=O)O3)nnc2-c2ccccc2)cc1C (stereo not drawn)	98	97	103	98	104	102	1	12
Cc1cc(/C=C(\C#N)c2nc3ccccc3[nH]2)c(C)n1C	96	108	105	103	109	101	3	-30
O=C(CN1CCN(Cc2cccc(Cl)c2)C1=O)NCc1cccs1	106	97	102	104	104	101	3	30
CCOC(=O)N1CCC(NC(=O)CC2C(=O)NCCN2Cc2cccc(F)c2F)CC1 (stereo not drawn)	97	105	104	103	98	100	0	9
Cc1cccc(Nc2nc(-c3ccc(O)cc3O)cs2)n1	91	100	93	89	97	97	1	-9
Cn1ncc2c(Nc3ccccc3Cl)nc(Nc3ccccc3Cl)nc21	97	92	91	x	85	85	2	5
CCC(NC(=O)c1ccccc1NC(=O)c1ccco1)C(=O)NC1CCCCC1 (stereo not drawn)	95	98	94	93	97	100	1	-3
CCOC(=O)N1CCN(C(=O)c2ccc3c(=O)n(-c4cc(OC)ccc4OC)c(=S)[nH]c3c2)CC1	96	83	91	93	90	92	0	-5
Cc1ccc(NS(=O)(=O)c2ccc(-c3cnc(C4CC4)o3)cc2)cc1	110	111	107	121	115	109	2	-16
CCCS(=O)(=O)N1CCCC(C(=O)NCCCN(Cc2ccccc2)C(C)C)C1 (stereo not drawn)	94	108	110	110	114	104	1	-4
CC(=O)NC1(c2ccccc2)CCN(Cc2nnnn2C(C)(C)C)CC1	96	88	92	92	88	91	1	-1
COCCNC(=O)CN(C(=O)Cn1nnc2ccccc21)c1ccc(F)c(Cl)c1	107	100	99	97	106	97	5	-3
CCOC(=O)N1CCN(C(=O)c2ccc(NS(C)(=O)=O)cc2)CC1	95	95	91	97	102	93	2	-2
COc1cccc(C(=O)NOCc2ccc(C)cc2)c1OC	92	96	87	96	82	92	6	1
O=C(COC(=O)CN1C(=O)C2CCCCC2C1=O)NC1CCS(=O)(=O)C1 (stereo not drawn)	86	105	108	98	111	103	5	-1
O=C(COC(=O)c1ccccc1C(=O)c1ccccc1)NCCc1ccc(Cl)cc1Cl	105	95	92	92	84	99	2	-17
CN(C)c1ccc(C(=S)Nc2ccccc2)cc1	104	98	90	102	92	99	0	12
CCC(=O)N1CCN(c2ccccc2NC(=O)c2cccs2)CC1	98	81	90	79	92	96	0	-2
CCCCN(CCCC)S(=O)(=O)c1ccc(NC(=O)c2cccs2)cc1	134	101	92	102	94	97	0	8
O=C(NCc1ccccc1)c1ccc2nccnc2c1	129	109	111	105	109	105	0	9
CN(c1nc2c(c(=O)n(C)c(=O)n2C)n1CC(=O)c1ccccc1)C1CCCCC1	108	97	x	98	97	94	2	3
O=C(Nc1ccccn1)c1cc2ccccc2o1	126	99	95	109	89	97	1	7
O=S(=O)(NCc1ccccn1)C(F)(F)F	86	89	80	88	88	94	0	-7
Cc1ccc(-n2ncc3c(=O)n(CC(=O)NC4CCCCC4)cnc32)cc1	101	97	97	101	95	95	4	-2
CCOC(=O)N1CCN(CC(=O)c2ccc3c(c2)CCN3C(C)=O)CC1	118	98	98	100	100	97	0	-4
O=C1N/C(=C/c2cccs2)C(=O)N1Cc1ccccc1F	98	97	102	95	99	104	0	-6

Laid out differently: 3 of the compounds above.
canonical_smiles | Yeast superoxide | MEP2 TOR yeast | AGP1-GFP MLPCN | LAP4 TOR yeast | CIT2-GFP yeast | RPL19A-GFP yeast | GRK2 inh | VLA-4 inh
CCOC(=O)N1CCN(CC(=O)c2ccc3c(c2)CCN3C(C)=O)CC1 | 118 | 98 | 98 | 100 | 100 | 97 | 0 | -4
CCC(=O)N1CCN(c2ccccc2NC(=O)c2cccs2)CC1 | 98 | 81 | 90 | 79 | 92 | 96 | 0 | -2
O=C(COC(=O)CN1C(=O)C2CCCCC2C1=O)NC1CCS(=O)(=O)C1 (stereo not drawn) | 86 | 105 | 108 | 98 | 111 | 103 | 5 | -1

(list continues)
SMILES	Yeast superoxide	MEP2 TOR yeast	AGP1-GFP MLPCN	LAP4 TOR yeast	CIT2-GFP yeast	RPL19A-GFP yeast	GRK2 inh	VLA-4 inh
Cc1c(C(=O)N2CC[C@@H](N3CCC(O)CC3)[C@H](O)C2)[nH]c2ccc(Cl)cc12	91	117	104	103	106	105	0	18
COc1ccc(-n2c(C(C)(C)C)csc2=Nc2c(C)n(C)n(-c3ccccc3)c2=O)cc1	100	95	97	90	99	100	1	-31
COc1ccc(OC)c(CN2CCN(C(=O)c3cccc(S(=O)(=O)Nc4ccccc4OC)c3)CC2)c1	91	103	108	110	96	100	0	3
O=C(CNC(=O)c1ccco1)OCC(=O)c1ccc(Cl)cc1Cl	104	105	95	102	106	113	0	11
CCOC(=O)C1C(=O)CC(C)(O)C(C(=O)OCC)C1c1ccc2c(c1)OCO2 (stereo not drawn)	77	111	101	99	101	99	0	23
COc1ccc(COC(=O)C2=C(C)NC(=O)NC2c2cc(OC)ccc2OC)cc1 (stereo not drawn)	104	107	77	114	71	92	1	20
O=C(c1ccc(F)cc1F)N1CCCc2ccccc21	93	100	93	106	87	101	0	4
COc1ccc(C2CC(=O)N3CN(c4ccccc4F)CSC3=C2C#N)cc1OC (stereo not drawn)	111	97	105	101	116	107	0	14
CN=C1C([N+](=O)[O-])=CC=C2C1=NC1(CCCCC1)N2O	94	94	125	104	89	100	0	1
O=C(Nc1cccc(S(=O)(=O)N2CCCCCC2)c1)C1CCC1	92	89	110	113	95	98	3	3
Cc1ccc(C(=O)NC2CC(C)(C)NC(C)(C)C2)cc1C	96	103	94	96	92	93	0	10
Oc1ccccc1/C=N/NC(=S)NC1CC2C=CC1C2 (stereo not drawn)	85	97	95	102	91	94	3	0
COc1ccc(CCNC(=O)CN2CCN(Cc3ccccc3F)C2=O)cc1OC	101	107	96	116	96	96	1	7
COc1cccc(CNC(=O)Cc2ccc(NC(=O)C3=C(C)OCCS3)cc2)c1	125	100	102	95	104	98	0	5
COc1ccc(NS(=O)(=O)c2ccc3c(c2)Cc2ccccc2-3)cn1	110	98	94	97	89	93	0	9
CCc1ccc(NC(=O)CN2C(=O)CSC2=O)cc1	98	92	88	88	88	91	0	17
Cc1cccc(-c2nnc(NC(=O)c3ccc(N4C(=O)CCC4=O)cc3)s2)c1	103	95	95	111	99	104	3	-24
CCn1c(Cc2ccccc2)nnc1SCC(=O)Nc1ccccc1F	89	107	97	96	98	99	2	15
Cc1cnc(NC(=O)CSc2nnc(-c3ccccc3)n2Cc2ccccc2)s1	97	104	105	96	104	97	0	5
COc1ccc(/C=N/NC(=O)CSCC(=O)Nc2ccccc2)cc1	114	103	107	114	97	99	3	15
CCOC(=O)Cn1c(=O)oc2cc(S(=O)(=O)N3CCCc4ccccc43)ccc21	100	94	97	88	96	101	0	24
O=C1c2ccccc2C(=O)N1CC(O)COc1ccc(Br)cc1 (stereo not drawn)	100	100	98	87	100	101	6	1
CCN(CC)CCN(C(=O)c1ccc(CN2CCCCC2)o1)C(C(=O)NC1CCCCC1)c1ccc(F)cc1 (stereo not drawn)	106	103	103	104	106	102	0	11
COc1ccc(-n2c(=S)[nH]c3cc(C(=O)NCc4ccccc4)ccc3c2=O)c(OC)c1	88	86	102	93	107	98	0	-2
Cc1ccc(NC(=O)Cn2sc3nc(C)cc(C)c3c2=O)c(Cl)c1	99	90	94	124	81	90	3	-6
O=C(Nc1ccc(Cl)c(Cl)c1)C1=Cc2ccccc2OC1	98	107	90	105	104	100	4	4
COc1ccccc1C(=O)Nc1cc(C)ccc1NC(=O)c1ccco1	93	92	97	90	95	100	1	3
Cc1cc(/C=C(\C#N)C(=O)Nc2ccc(Cl)cc2)c(C)n1-c1ccc(N2CCOCC2)c([N+](=O)[O-])c1	101	124	95	120	90	104	1	-1
CC1CCN(C(NC(=O)c2ccco2)C(=O)c2ccccc2)CC1 (stereo not drawn)	97	94	96	96	90	97	0	2
CCCC12CN3CC(C)(CN(C1)C3c1ccc(OC)cc1)C2=O (stereo not drawn)	92	107	101	108	107	101	0	1
Cc1[nH]c2ccccc2c1C(=O)CSCC(=O)O	96	106	102	100	103	100	14	-8
Brc1ccc2c(c1)OCCOCCOCCOCCOCCOCCO2	118	101	98	92	98	103	0	3
COc1ccc(NC(=O)CSc2nc3ccc(OC)cc3[nH]2)cc1	101	96	104	93	92	96	0	8
CCN1C(=O)[C@H]2[C@@H](c3ccc(-c4ccccc4)cc3)N[C@@](CC(C)C)(C(=O)OC)[C@H]2C1=O	101	94	83	118	95	96	3	-4
O=C(O)c1cccc(NS(=O)(=O)c2cccc3nsnc23)c1	104	106	x	123	110	109	2	1
CC(C)(C)c1nnc(NC(=O)c2cccnc2)s1	115	112	99	102	104	106	1	8
CCn1nc(NS(=O)(=O)c2ccc(NC(C)=O)cc2)c2cc3ccccc3nc21	103	109	124	120	126	111	3	6
Cc1cc[n+](Cc2ccc([N+](=O)[O-])cc2)cc1	108	93	95	98	94	94	0	5
COc1cc(CNC2CCCC2)c(Br)cc1OCc1ccccc1	98	103	107	115	93	101	1	5
COc1cc(/C=C(\NC(C)=O)C(=O)NC(C)(C)CC(C)(C)C)ccc1OC(C)=O	102	105	97	92	100	99	2	-30
c1ccc2oc(-c3ccc4nc[nH]c4c3)nc2c1	80	102	98	102	89	96	3	3
Cc1ccccc1Nc1nnc(SCC(=O)NCc2cccs2)s1	107	105	102	113	102	109	0	12
O=C(Nc1cccc(C(F)(F)F)c1)C1CCN(S(=O)(=O)c2cccnc2)CC1	109	92	100	94	97	96	0	-4
CCOc1cc(/C=C2\C(=O)N(c3nc(-c4ccc(Br)cc4)cs3)N=C2c2ccccc2)ccc1O	107	99	98	83	106	101	3	-167
CC(C)C1C(C#N)=C(N)Oc2n[nH]c(-c3ccccc3)c21 (stereo not drawn)	92	103	91	91	98	93	1	-1
Cc1cccc(NC(=O)C2=C(O)c3ccccc3N(C)S2(=O)=O)c1	110	103	96	90	98	97	3	27
CCN(CC)C(=O)CCNS(=O)(=O)c1ccc(C)cc1	90	103	104	104	102	110	2	-4
CC(C)CC(OC(=O)c1cccs1)C(=O)NCC1CCCO1 (stereo not drawn)	111	104	104	104	96	104	1	-3
Cc1ccc(NC(=O)CSC2=C(C#N)C(c3ccco3)CC(=O)N2)cc1 (stereo not drawn)	98	183*[may fluoresce violet]	100	98[may fluoresce violet]	u	98	0	-5
CC(=O)c1cccc(N(CC(=O)Nc2ccc(F)cc2)S(C)(=O)=O)c1	125	102	98	107	82	89	4	13
O=C(Cn1c(=O)oc2cc(S(=O)(=O)N3CCc4ccccc43)ccc21)NC1CCCC1	102	118	114	108	101	103	0	31
Cc1cc(C)c(C)c(S(=O)(=O)N[C@@H](C)C(=O)OCC(N)=O)c1C	101	100	100	103	102	100	12	5
COc1ccc(C(=O)OCC(=O)NC2CC2)cc1[N+](=O)[O-]	87	110	103	100	109	106	0	2

Assay outcomes deposited in PubChem BioAssay by NMMLSC.
